POLK inh = qHTS for Inhibitors of Polymerase Kappa. DNA polymerase kappa (Homo sapiens), Q9UBT6. purified Pol kappa, fluorescent DNA synthesis assay, 10 min. Potency, µM (titrated, usually from 107 µM), inactives show at the highest dose activity, negative = inhibition, usual class: inhibitors. 400,000 tested, 0.53% active. AID 588579, 2011; note: potency is the fitted concentration of half-maximal effect; % is set by controls: 0 for no effect and ±100 for the full control effect
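10 nM Pol kappa was preincubated with compounds for 15 min at room temperature. Reaction started with 50 nM (final) substrate. Fluorescence read kinetically at 0 and 10 min.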
Anesthetic bind = qHTS Assay for Identification of Novel General Anesthetics; AID 485281, 2010; Potency, µM (series often up to 77.5 µM), inactives show top-dose activity change, negative = displacement, usual class: inhibitors; Ferritin light chain (Equus caballus), P02791; apoferritin/1-aminoanthracene competitive binding, fluorescence; 350,000 tested, 0.074% active; note: potency is the fitted concentration of half-maximal effect; % is set by controls: 0 for no effect and ±100 for the full control effect; nearly all actives have a fitted effect of over 20% in size
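10 uM apoferritin + 50% sat. 1-AMA, PBS; cpd 10 min RT; Ex380/Em535 endpoint; normalized to free probe vs complex; 4-param Hill fit; propofol titration as pos. ctrl.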
APEX1 inh = qHTS Assay for Inhibitors of the Human Apurinic/apyrimidinic Endonuclease 1 (APE1). Potency, µM (doses to about 65.8 µM), for inactives: at the highest dose activity change, negative = inhibition, most hits filed as inhibitors. 350,000 tested, 0.35% active. AID 2517, 2012. recombinant APE1, TAMRA/BHQ-2 abasic DNA cleavage fluorescence. DNA repair nuclease/redox regulator APEX1 (Homo sapiens), P27695;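 note: potency is the fitted concentration of half-maximal effect; plate controls were vehicle for no effect and reference inhibitor for full effect; nearly all actives have a fitted effect of over 55% in size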
Target sequence (P27695 whole entry, looked up): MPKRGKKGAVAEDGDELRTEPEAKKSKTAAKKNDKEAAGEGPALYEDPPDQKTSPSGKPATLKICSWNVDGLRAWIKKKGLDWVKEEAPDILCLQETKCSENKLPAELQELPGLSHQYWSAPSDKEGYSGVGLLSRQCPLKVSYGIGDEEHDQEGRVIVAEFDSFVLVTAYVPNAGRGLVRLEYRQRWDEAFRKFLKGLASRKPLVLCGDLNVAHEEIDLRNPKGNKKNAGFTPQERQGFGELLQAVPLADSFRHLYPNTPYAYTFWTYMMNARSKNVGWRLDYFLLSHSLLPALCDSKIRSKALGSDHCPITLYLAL
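Readout is kinetic fluorescence (ex 525, em 598 nm) from cleavage of 50 nM TAMRA/BHQ-2 THF abasic duplex by 0.75 nM APE1, compound added 15 min beforehand at RT.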
Pol beta inh = qHTS Assay for Inhibitors of DNA Polymerase Beta. P06746. Pol beta primer extension/strand displacement, fluorescence kinetic. Potency, µM (series often up to 114 µM), for inactives: at the highest dose activity change, negative = inhibition, usual class: inhibitors. 340,000 tested, 1.3% active; note: potency is the fitted concentration of half-maximal effect; % is set by controls: 0 for no effect and ±100 for the full control effect
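Preincubation: enzyme (10 nM) with compound, 15 min, RT. Reaction: substrate added to 50 nM final. Reads: 0 and 10 min. Analysis: normalized, Hill fit.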
Pol eta inh = qHTS for Inhibitors of Polymerase Eta. AID 588591, 2011. DNA polymerase eta (Homo sapiens), Q9Y253. Potency, µM (titrated, usually from 114 µM), without a hit: top-dose activity change, negative = inhibition, hits mostly inhibitors. recombinant Pol eta, fluorescent DNA replication assay. 390,000 tested, 1.2% active; note: potency is the fitted concentration of half-maximal effect; % is set by controls: 0 for no effect and ±100 for the full control effect
Target sequence (Q9Y253 whole entry, looked up): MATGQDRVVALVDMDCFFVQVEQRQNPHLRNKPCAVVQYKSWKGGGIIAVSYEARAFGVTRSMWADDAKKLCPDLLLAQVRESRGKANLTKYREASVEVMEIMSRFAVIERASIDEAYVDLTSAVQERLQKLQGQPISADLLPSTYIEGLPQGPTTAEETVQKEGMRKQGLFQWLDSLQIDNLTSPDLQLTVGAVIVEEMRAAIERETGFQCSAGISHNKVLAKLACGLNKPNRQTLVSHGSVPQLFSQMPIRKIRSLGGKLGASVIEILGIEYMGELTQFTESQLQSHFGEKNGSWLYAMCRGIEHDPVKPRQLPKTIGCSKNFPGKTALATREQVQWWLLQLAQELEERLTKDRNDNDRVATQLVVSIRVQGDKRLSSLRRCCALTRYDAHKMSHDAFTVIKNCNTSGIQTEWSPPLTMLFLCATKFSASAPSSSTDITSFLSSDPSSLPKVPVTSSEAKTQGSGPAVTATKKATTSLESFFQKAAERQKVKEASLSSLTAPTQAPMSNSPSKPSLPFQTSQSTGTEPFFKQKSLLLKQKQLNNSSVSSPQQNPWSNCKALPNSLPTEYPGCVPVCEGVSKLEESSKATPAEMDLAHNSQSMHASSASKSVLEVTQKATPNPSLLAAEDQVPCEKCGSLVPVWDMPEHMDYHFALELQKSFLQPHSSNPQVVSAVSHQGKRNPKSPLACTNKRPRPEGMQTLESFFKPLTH
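Fluorescent replication assay: 50 nM final substrate added after a 15 min room-temperature compound preincubation with 10 nM enzyme. Signal taken at 0 min and again at 10 min.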
RXFP1 antag = qHTS Assay for Antagonists of the Relaxin Receptor RXFP1; HEK293-RXFP1, relaxin-stimulated cAMP HTRF, 30 min; hits give low values; activity change, negative = inhibition, % at 57.5 µM; 350,000 tested, 0.59% active; AID 1259400, 2018;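 active = activity change of -60% or lower, but not beyond a set lower limit; inconclusive = change between -60% and -40%, or beyond the set limit; inactive = change above -40%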; note: % is set by controls: 0 for no effect and ±100 for the full control effect
POLI inh = qHTS for Inhibitors of Polymerase Iota | 390,000 tested, 1% active | Potency, µM (series often up to 115 µM), without a hit: at the top dose activity, negative = inhibition, hits mostly inhibitors | Pol iota fluorescent replication assay, 10 min | DNA polymerase iota (Homo sapiens), Q9UNA4; note: potency is the fitted concentration of half-maximal effect
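Fluorescent replication assay read twice, at 0 min and 10 min after adding 50 nM (final) substrate. Enzyme (10 nM) and compounds were first incubated 15 min at room temperature; enzyme-free buffer wells were negative controls.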
BLM inh = qHTS Assay for Inhibitors of Bloom's syndrome helicase (BLM) | recombinant BLM DNA unwinding, fluorescence dequenching | Potency, µM (top dose mostly 56.1 µM), inactives show at the highest dose activity change, negative = inhibition, most hits filed as inhibitors | 350,000 tested, 0.2% active | AID 2528, 2010;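 note: potency is the fitted concentration of half-maximal effect; plate controls were vehicle for no effect and no enzyme for full effect; nearly all actives have a fitted effect of over 35% in size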
Tb PGK inh = qHTS Assay to Find Inhibitors of Phosphoglycerate Kinase. Phosphoglycerate kinase, glycosomal (Trypanosoma brucei brucei), P07378. PGK/GAPDH coupled, Kinase-Glo luminescence, 60 min. Potency, µM (titrated, usually from 57.5 µM), inactives show at the highest dose activity change, negative = inhibition, hits mostly inhibitors. 380,000 tested, 0.043% active. AID 602233, 2012; note: potency is the fitted concentration of half-maximal effect; % is set by controls: 0 for no effect and ±100 for the full control effect; nearly all actives have a fitted effect of over 60% in size
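Luminescent ATP detection (Kinase-Glo Plus) follows a 60-minute room-temperature incubation, with wells lacking PGK as controls. Buffer: 100 mM TEA (pH 7.6), 5 mM MgCl2, 0.01% Tween-20. Coupling enzyme GAPDH (100 nM final) supplies unstable 1,3-BPG in-well.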
Active calls of the source: *; i = inactive; ? = inconclusive; · = not tested or not shown; & = joins results of further samples; [ ] = dose if it differs, or a comment. Unless noted, calls come from the whole dose curve; as a rule, active = well fitted curve in the direction sought with a large enough effect; inconclusive = small, poorly fitted or top-dose-only effect, or another doubt; inactive = no such curve, though single readings can be large; an effect the other way counts as inactive or inconclusive. This is a subset. The share of hits here may be higher or lower than overall.

Structure,POLK inh,Anesthetic bind,APEX1 inh,Pol beta inh,Pol eta inh,RXFP1 antag,POLI inh,BLM inh,Tb PGK inh
CCN(CC)C(=O)CSc1nnc(CCN)o1,-5.5%,-10.2%,2.4%,-1.4%,0.4%,6.6,-3.0%,3.3%,i
O=C1C2C3C=CC(C3)C2C(=O)N1c1ccncc1 (stereo not given),-10.8%,-8.4%,-2.5%,9.8%,-5.6%,·,10.5%,-0.4%,3.3%
O=C(NCc1ccco1)C(C(=O)c1ccc(F)cc1)n1ccccc1=O (stereo not given),5.1%,-8.5%,-4.8%,5.0%,7.5%,-4.0,13.4%,3.5%,i
COC(=O)C1CCN(S(=O)(=O)c2ccc(N3CCCCS3(=O)=O)cc2)CC1,1.5%[60.1 µM],-11.1%,·,5.1%,-1.9%,-0.6,9.1%,-3.4%,-0.8%
COc1ccc(N2CCN(CC(=O)NC(=O)NCc3ccco3)CC2)cc1,-12.3%,-3.1%,-2.3%,6.0%[57.1 µM],-3.9%,10.8,-4.5%,-0.7%,-8.6%
COc1cc(OC)cc(C(=O)NNC(=O)c2ccc(-n3cncn3)c([N+](=O)[O-])c2)c1,-2.5%,·,8.0%,·,-17.3%,-5.9,-2.3%,·,6.3%
Cc1cccc(NC(=O)CC23CC4CC(C2)CC(n2nnc(C)n2)(C4)C3)c1,-18.8%,-11.4%,7.4%,0.3%,-7.9%,0.0,9.2%,-5.9%,-8.2%
COc1ccc(-c2c(-c3ccc(C#N)cc3)oc(=O)c3cc(OC)c(OC)cc23)cc1,10.9%,·,26.0%,·,-7.0%,·,56.0%[activator],·,-0.1%
CCCc1nnc(SCC(=O)Nc2ccc(NC(C)=O)cc2)n1-n1cccc1,-5.9%,·,-5.8%,·,-5.4%,-8.4,27.9%,·,-3.5%
O=[N+]([O-])c1ccc(S(=O)(=O)NN=Cc2ccc3c(c2)OCO3)cc1,2.2%,·,·,·,-2.3%,1.3,13.5%,·,3.3%
Cc1ccc(-n2nc3ccc(NC(=O)c4ccc5c(c4)OCO5)cc3n2)cc1,-6.0%,-15.1%,2.7%,-19.8%,-9.2%,17.3,-15.4%[58.9 µM],-5.9%,-2.9%
O=C(NCC(=O)N1CCN(S(=O)(=O)/C=C/c2ccccc2)CC1)c1ccccc1F,-22.5%,-7.3%,-0.5%,1.4%,-11.2%,-10.4,94.7%[activator],-0.1%,11.8%
c1ccc(N2CCN(C3CC4CCC3C4)CC2)cc1 (stereo not given),1.7%,-4.1%,16.4%,-25.9%,-26.6%,-8.3,8.5%,-2.0%,-10.8%
N/C(=N\OC(=O)c1ccc(Cl)cc1)c1cccnc1,-16.1%,-9.5%,-0.3%,18.2%,-3.9%,-10.2,51.4%[activator],1.2%,0.8%
CC(=O)N1CC2(NC(=O)c3ccccc3N2)c2ccccc21 (stereo not given),-6.8%,0.5%,-3.1%,3.2%,-11.6%,·,-5.4%,-2.6%,4.3%
Cc1cc(C)nc(NS(=O)(=O)c2ccc(NC(=O)CN3C(=O)c4ccccc4C3=O)cc2)n1,·,-8.3%,-3.0%,34.0%,·,·,·,3.2%,·
CCOc1cccc(OCCCNCCCOC)c1,-2.5%,-12.1%,-2.0%,-0.4%,-4.5%,-4.0,-5.2%,0.0%,10.1%
O=C(OCC(O)C(O)COC(=O)c1ccccc1)c1ccccc1 (stereo not given),1.3%,-23.5%,2.6%,31.3%,-1.1%,-12.8,12.5%,-0.4%,-6.8%
Cc1ccc(C(C(=O)NC2CCCCC2)N(C(=O)c2csnn2)C2CCCC2)o1 (stereo not given),-4.6%,-11.8%,-2.1%,3.5%,-9.9%,-2.5,5.0%,-2.7%,-7.2%
CCOC(=O)c1cnc2c(CC)cccc2c1NCCN1CCOCC1,-11.7%,-16.9%,14.2%,14.4%,-8.9%,0.4,0.1%,-10.4%,-0.3%
CC1CCN(C(=O)c2ccc3ccccc3c2)CC1,0.4%,-20.6%,-1.7%,15.5%,-8.9%,4.9,49.6%[activator],-1.8%,i
CC(OC(=O)CNC(=O)c1ccccc1)C(=O)Nc1ccc(S(=O)(=O)N2CCOCC2)cc1 (stereo not given),-0.8%,·,-0.5%,·,-15.1%,-7.0,29.0%,·,-2.4%
COCc1ccc(CN2CCC(n3nccc3NC(=O)CCCc3ccccc3)CC2)o1,2.1%,-6.3%,70.6%[activator],4.7%,-11.9%,-7.5,?,-1.7%,-8.7%
COc1ccc(CCNC(=O)c2c(C)noc2C)cc1,-2.4%,-8.6%,11.8%,32.9%,-0.4%,10.5,21.9%,1.6%,·
COc1ccc(-c2c(C#Cc3ccsc3)c3cc(-c4ccc(C(N)=O)cc4)ccc3n2C)cc1,1.9%,·,15.9%,·,-24.6%,·,14.7%,·,-7.5%
COc1ccc2[nH]c(=O)c(CN(C(=O)c3cccnc3)c3ccc(C)cc3C)cc2c1,-9.3%,6.1%,?,4.1%,-17.1%,2.2,?,-1.7%,11.1%
Cc1ccc2[nH]c(=O)c(CN(C(=O)c3cccc(Cl)c3)C(C)(C)C)cc2c1,-8.8%,-10.6%,·,2.7%,-6.0%,-1.9,-11.3%,-8.7%,9.4%
CCOc1cccc(C2c3[nH]c4ccccc4c3CCN2C(=O)CSc2ccccc2)c1 (stereo not given),-5.9%[60.1 µM],49.3%[activator],·,-17.2%,-10.1%,-2.2,2.4%,-5.0%,-8.0%
Cc1ccc(NC(=O)COC(=O)CCc2ccccc2)c(Cl)c1,-11.0%,2.0%,-5.3%,18.9%,-15.2%,2.9,55.4%[activator],-11.7%,-6.9%
COc1ccc(/C=N/NS(=O)(=O)c2ccccc2)cc1OC,0.4%,-2.1%,9.9%,15.3%,-9.6%,0.6,-10.7%,-3.0%,·

An excerpt from above in order of their number in RXFP1 antag, low to high:
| SMILES | RXFP1 antag |
| --- | --- |
| N/C(=N\OC(=O)c1ccc(Cl)cc1)c1cccnc1 | -10.2 |
| Cc1ccc2[nH]c(=O)c(CN(C(=O)c3cccc(Cl)c3)C(C)(C)C)cc2c1 | -1.9 |
| CCOC(=O)c1cnc2c(CC)cccc2c1NCCN1CCOCC1 | 0.4 |

More structures
Structure,POLK inh,Anesthetic bind,APEX1 inh,Pol beta inh,Pol eta inh,RXFP1 antag,POLI inh,BLM inh,Tb PGK inh
COC(=O)c1ccc(Cl)cc1NC(=O)N1CCC(CN2CCCC2)CC1,-1.9%,-8.4%,·,3.6%,-6.5%,-19.3,17.7%,-4.7%,-4.6%
CCOC(=O)C1(Cc2cccc(Cl)c2)CCCN(C(=O)c2cc(C)on2)C1 (stereo not given),-10.7%,-14.8%,-6.0%,31.5%,-8.9%,-14.1,23.3%,0.4%,4.1%
COc1cc2c(C(=O)N3CCN(c4cccc(Cl)c4)CC3)cn(C)c(=O)c2cc1OC,5.8%&-7.8%,-9.8%&1.7%,3.7%,-1.1%&0.1%,-20.7%&-15.6%,-2.2&-0.4,30.5%&13.7%,1.9%&-1.8%,-6.2%
Cc1ccc2c(c1)C(C)CC(C)(C)N2C(=O)CN1CCN(C)CC1 (stereo not given),6.2%,-13.8%,3.2%,-18.1%,-3.3%,-6.7,1.8%,-1.9%,4.1%
CCO[C@@H]1OC(C(=O)N2CCN(Cc3ccccc3)CC2)=C[C@H](c2coc3ccccc3c2=O)[C@H]1CCCO,-13.9%,-11.7%,0.7%,-17.0%,-9.3%,·,-13.7%,-2.3%,1.3%
CCOc1ccc(C(=O)c2cn(CC(=O)Nc3ccc(Cl)cc3)c3cc4c(cc3c2=O)OCCO4)cc1,-3.0%,?,·,17.6%,-1.3%,·,-14.5%,-2.6%,-6.6%
CCc1ccc(NC(=O)C2CCN(S(=O)(=O)c3ccc4c(c3)NC(=O)C(C)S4)CC2)cc1 (stereo not given),-18.8%,-3.1%,34.0%,?,0.3%,20.3,79.4µM*,-10.2%,-5.1%
Cc1ccc(NC(=O)COC(=O)C2(CC(=O)NC(C)(C)C)CCCC2)cc1C,-20.8%,·,-19.5%,·,-28.1%,-17.4,63.2%[activator],·,-2.6%
CCOc1ccccc1NC(=O)c1ccccc1N(C)S(=O)(=O)c1ccc(C)cc1,-4.8%,·,·,·,-7.4%,-9.3,-1.9%[58.9 µM],·,3.5%
Cc1c(C(=O)c2ccccc2)c2ccccn2c1CCc1ccccn1,-7.9%,-10.7%,-2.4%,5.1%,-20.2%,-2.5,76.8%[activator],-13.2%,7.6%
COc1ccc(CNC(=O)CCc2nnc3n(CC(C)C)c(=O)c4ccccc4n23)cc1,6.3%,6.4%,·,13.2%,-3.6%,-4.6,17.2%,-4.1%,0.6%
CCc1nn(CCCC(=O)N(C)Cc2ccccc2)c(=O)c2cc3occc3n12,-3.8%,-9.9%,41.3%[activator],-2.1%,-22.2%,0.2,-11.8%,-6.5%,-4.1%
COC(=O)[C@H](CC(C)C)NC(=O)NCCC1=CCCCC1,2.9%,-9.3%,-2.2%,34.2%,-15.2%,-2.8,53.2%[activator],-2.2%,i
CC(=O)c1sc(-c2ccc(F)cc2)cc1NS(=O)(=O)c1ccc(C)cc1,-5.7%,3.9%,-3.0%,5.0%,-9.3%,3.3,209.5%[activator],-5.1%,-3.7%
COc1cccc(NC(=O)c2cnc(SCC(=O)NCc3ccc4c(c3)OCO4)n(C)c2=O)c1,-10.7%,·,-18.3%,·,-6.7%,-9.2,22.6%,·,-7.7%

Source: PubChem
